Screening data: PubChem, several laboratories
CR mimetic SO: reduction of superoxide in aged yeast, primary screen, HTS; S. cerevisiae aged cells, superoxide DHE fluorescence; active compounds read low; superoxide response (% of plate mean), % at 10 µM; actives 0.18% (n = 330,000); AID 2690, 2010;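 active = superoxide response under a set limit, about three screen SD below normal, cut at about 65% in these data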;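 also: yeast aged for seven days with compound at 30 °C before DHE staining; 100% = average MFI of all compound-treated wells on the plate with controls excluded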
LAP4-GFP MLPCN: modulators of LAP4-GFP expression in yeast, primary screen, S. cerevisiae, multiplex flow cytometry, MLPCN library. 3 h; median GFP as percent of DMSO wells. AID 2023, 2009. GFP response vs DMSO, % at 10 µM. actives 0.34% (n = 320,000);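 active = GFP response vs DMSO above a set limit, about the screen mean plus 3 SD, cut at about 150% in these data; inconclusive = under 70 cell events counted for the yeast strain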
MEP2-GFP yeast: modulators of MEP2-GFP levels in yeast, primary screen, S. cerevisiae, multiplex flow cytometry, MLPCN library; S. cerevisiae MEP2-GFP strain, 3 h; 100% = DMSO control level; actives 0.51% (n = 330,000); GFP response vs DMSO, % at 10 µM;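 active = GFP response versus DMSO above a set limit, roughly screen mean plus 3 SD, cut at about 180% in these data; inconclusive = fewer than 70 cells counted for a yeast strain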;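 also: median GFP fluorescence of the barcode-gated MEP2-GFP cells per well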
RPL19A-GFP yeast: RPL19A-GFP expression modulators in yeast, primary screen, cell-based, S. cerevisiae, multiplex flow cytometry, MLPCN | S. cerevisiae RPL19A-GFP strain, 3 h; active compounds read low | percent response vs DMSO, % at 10 µM | actives 0.3% (n = 330,000);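 active = percent response vs DMSO below 50%; inconclusive = fewer than 70 events counted for the yeast strain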;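 also: median channel GFP fluorescence of the barcoded RPL19A-GFP strain; ratio of sample median GFP to plate DMSO average so 100% = DMSO; lower means less RPL19A-GFP as with rapamycin TOR inhibition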
procasp3 activ: activators of human procaspase-3 D3A mutant, primary screen, biochemical, absorbance, PC-3 D3A mutant, single concentration; activation, % at 8.5 µM; actives 0.11% (n = 330,000); recombinant procaspase-3 D3A, Ac-DEVD-pNA absorbance 405 nm; Caspase-3 (Homo sapiens), P42574; AID 463141, 2010;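 active = activation above the mean of all tested compounds plus 3 SD, cut at about 21% in these data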;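 also: 0% = DMSO alone and 100% = DMSO wells spiked with extra 5 µM PC-3 D3A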
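material = Procaspase-3 D3A mutant | probe or stimulus = Ac-DEVD-pNA | compound = single dose, 8.5 µM nominal compound, 0.8% DMSO | timing = 1 h preincubation, 2 h reaction | measured by = 405 nm absorbance of p-nitroaniline, reads at 0 and 120 min | benchmarks = DMSO-only low control, 5 µM PC-3 D3A high control | repeats = singlicate, each compound tested once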
proCasp7 act: procaspase-7 activators, primary screen, counter-screen for procaspase-3 activator project, biochemical, absorbance, HTS, human | Caspase-7 (Homo sapiens), P55210 | recombinant procaspase-7, Ac-DEVD-pNA absorbance 405 nm; D23A/D198A/D206A triple mutant, cannot self-cleave; scale: DMSO 0, 5 µM enzyme 100 | activation, % at 8.5 µM | actives 0.093% (n = 330,000);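 active = percent activation above the screen-wide mean plus 3 SD, cut at about 25% in these data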
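Assay system: Uncleavable procaspase-7 mutant enzyme; Input: 2 µM procaspase-7 mutant as dispensed; Also added: DEVD-pNA substrate; Medium: Zinc-free HEPES pH 7.4 with 300 mM NaCl, 0.01% Triton X-100; Timing: 1 h compound preincubation, 2 h substrate cleavage, 25 °C; Measured by: Epi-absorbance of released pNA at 405 nm, two timepoints.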
GASC-1 inh: inhibitors of GASC-1 histone demethylase, primary screen, biochemical, fluorescence, DELFIA europium; inhibition, % at 2.35 µM; actives 0.069% (n = 330,000); GST-JMJD2C(1-420) H3K9me3 demethylation; Lysine-specific demethylase 4C (Homo sapiens), Q9H3R0; AID 2099, 2009;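 active = more than half of a compound's replicate wells show inhibition beyond 50%, single wells judged on their own value; inconclusive = some, but no more than half, of replicates pass 50% inhibition; inactive = no replicate passes 50% inhibition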;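 also: signal counts dimethyl H3K9 product captured on neutravidin plate; 0% = median of DMSO wells and 100% = 0.3 times that DMSO median; strong numbers were not always called active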
AHR activator: AHR activators, primary screen, cell-based, luminescence, luciferase reporter, human; Aryl hydrocarbon receptor (Homo sapiens), P35869; AHR-responsive luciferase reporter cells; activation, % at 5 µM; actives 2.5% (n = 320,000); in the data active = activation above about 47%;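 also: 0% = vehicle wells and 100% = reference agonist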
Target sequence (P35869 whole entry, looked up): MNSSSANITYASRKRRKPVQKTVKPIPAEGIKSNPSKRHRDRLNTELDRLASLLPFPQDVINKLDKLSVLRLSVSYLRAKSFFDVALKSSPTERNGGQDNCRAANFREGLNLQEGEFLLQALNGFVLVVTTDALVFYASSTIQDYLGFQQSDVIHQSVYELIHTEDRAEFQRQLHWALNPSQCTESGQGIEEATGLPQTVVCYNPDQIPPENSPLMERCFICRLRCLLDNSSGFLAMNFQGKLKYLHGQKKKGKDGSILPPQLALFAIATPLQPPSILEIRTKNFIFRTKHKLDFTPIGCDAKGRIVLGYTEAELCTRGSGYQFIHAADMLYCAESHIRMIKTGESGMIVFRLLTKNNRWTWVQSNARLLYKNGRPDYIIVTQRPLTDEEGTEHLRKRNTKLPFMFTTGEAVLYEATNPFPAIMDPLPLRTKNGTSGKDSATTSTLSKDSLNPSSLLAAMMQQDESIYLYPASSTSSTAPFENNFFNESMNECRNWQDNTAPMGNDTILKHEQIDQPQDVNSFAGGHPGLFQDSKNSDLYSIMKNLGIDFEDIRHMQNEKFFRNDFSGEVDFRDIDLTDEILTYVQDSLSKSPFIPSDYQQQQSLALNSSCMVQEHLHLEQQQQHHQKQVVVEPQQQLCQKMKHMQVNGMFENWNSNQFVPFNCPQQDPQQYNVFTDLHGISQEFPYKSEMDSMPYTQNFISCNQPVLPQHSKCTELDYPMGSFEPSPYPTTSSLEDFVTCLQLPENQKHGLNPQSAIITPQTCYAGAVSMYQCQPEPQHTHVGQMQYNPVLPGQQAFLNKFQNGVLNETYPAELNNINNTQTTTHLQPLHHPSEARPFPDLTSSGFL
Starred values were filed as active, the others as inactive; ? = inconclusive; / = not tested or not shown.

Values run as follows: CR mimetic SO	LAP4-GFP MLPCN	MEP2-GFP yeast	RPL19A-GFP yeast	procasp3 activ	proCasp7 act	GASC-1 inh	AHR activator
[1] CCOc1cccc2cc(C(=O)N3CCOCC3)c(=O)oc12
    94	78	95	103	5	1	-14	-2
[2] CN(C(=O)COC(=O)c1ccc(=O)n(Cc2ccccc2)n1)c1ccccc1
    99	104	103	96	-6	1	3	-1
[3] COc1ccc(-c2cc(C)nc(SCC(=O)c3cccc([N+](=O)[O-])c3)n2)cc1
    161	108	102	98	1	-9	0	13
[4] Cc1csc(=O)n1CC(=O)OCc1cccc2ccccc12
    86	102	95	95	3	5	3	-2
[5] C#CCSc1nc(C)cc(C(=O)OCC)c1C#N
    104	116	101	98	6	0	6	-1
[6] CCn1c(CSc2nnc(-c3ccc4c(c3)OCO4)o2)nc2cc(S(=O)(=O)N(C)C)ccc21
    111	100	97	97	3	-2	/	0
[7] CC(C)(C)C(=O)N1CCN(c2c(Cl)cccc2[N+](=O)[O-])CC1
    111	96	102	102	-4	5	-17	-2
[8] CN(C)C1=NCCN1CCCCc1ccccc1
    94	94	104	96	0	1	-4	0
[9] CC(=O)Nc1cccc2c1C(=O)NC2=O
    99	90	93	93	2	3	-21	3
[10] Cc1ccc(OCCC(=O)OCC(=O)Nc2ccc(F)cc2)cc1
    113	110	104	96	-5	6	1	-4

Overlap with the part before: seven entries; new compounds follow.
Values run as follows: CR mimetic SO	LAP4-GFP MLPCN	MEP2-GFP yeast	RPL19A-GFP yeast	procasp3 activ	proCasp7 act	GASC-1 inh	AHR activator
[4] Cc1csc(=O)n1CC(=O)OCc1cccc2ccccc12
    86	102	95	95	3	5	3	-2
[5] C#CCSc1nc(C)cc(C(=O)OCC)c1C#N
    104	116	101	98	6	0	6	-1
[6] CCn1c(CSc2nnc(-c3ccc4c(c3)OCO4)o2)nc2cc(S(=O)(=O)N(C)C)ccc21
    111	100	97	97	3	-2	/	0
[7] CC(C)(C)C(=O)N1CCN(c2c(Cl)cccc2[N+](=O)[O-])CC1
    111	96	102	102	-4	5	-17	-2
[8] CN(C)C1=NCCN1CCCCc1ccccc1
    94	94	104	96	0	1	-4	0
[9] CC(=O)Nc1cccc2c1C(=O)NC2=O
    99	90	93	93	2	3	-21	3
[10] Cc1ccc(OCCC(=O)OCC(=O)Nc2ccc(F)cc2)cc1
    113	110	104	96	-5	6	1	-4
[11] COCCn1c(N)c(N(Cc2ccccc2)C(=O)CSCC(=O)Nc2ccc(OC)cc2)c(=O)[nH]c1=O
    88	102	92	101	7	8	0	1
[12] COCC(=O)Nc1ccc(C(=O)Nc2ccccc2Cl)cc1
    109	83	85	87	1	-10	4	-2
[13] CC(=O)OCC(OC(C)=O)C(OC(C)=O)C(OC(C)=O)C(=O)Nc1ccc(C)cc1C (centres undefined)
    93	95	96	96	8	3	7	0
[14] CCOC(=O)/C(C#N)=C\C=C1C=CN(C)C=C1
    113	100	98	98	-17	-16	16	0
[15] O=C(CO/N=C/c1cccc([N+](=O)[O-])c1)NC1CCCCC1
    100	102	108	104	8	-8	2	2
[16] CCOc1ccccc1OCCOCCOc1ccccc1[N+](=O)[O-]
    102	90	94	96	-3	-4	-2	16
[17] Cc1noc(C)c1COc1ccc(C(=O)OCC(=O)NC2CCCCC2C)cc1 (centres undefined)
    110	93	99	98	4	10	16	-3
[18] Cc1ccccc1CN1CCCC(C(=O)Nc2ccccc2Oc2cccnc2)C1 (centres undefined)
    85	108	114	100	12	-1	0	10
[19] Cc1cccc(N(C(=O)Nc2ccccc2)C2=NCC(C)S2)c1 (centres undefined)
    96	99	105	105	-4	0	3	5
[20] COc1ccc2c(c1)O[C@H](c1ccc3c(c1)OCO3)[C@@H](O)C2=O
    101	121	86	102	0	-36	-5	87*
[21] Cc1ccc(-c2nn3c(C)nnc3c3ccccc23)cc1S(=O)(=O)NCCO
    109	87	93	85	0	1	-21	0
[22] COc1cc(C(=O)N2CCC(c3nc(-c4cccnc4)no3)CC2)cc(OC)c1OC
    105	90	84	91	-2	-3	48	1
[23] CN(C)S(=O)(=O)c1cccc(C(=O)OCC(=O)Nc2sccc2C#N)c1
    97	99	105	101	6	11	16	6
[24] N#CCSc1ccsc1C(=O)Nc1ccc(F)cc1
    103	94	99	97	-1	-2	-8	50*
[25] CN(CC(=O)Nc1ccc(Cl)c(C(F)(F)F)c1)C(=O)CCC(=O)c1ccccc1
    91	96	101	96	-4	10	-1	-2
[26] c1cnc(N2CCN(Cc3ccc4c(c3)OCO4)CC2)cn1
    97	107	104	97	1	-1	-1	10
[27] COc1ccccc1N(CCC#N)C(=O)COC(=O)CCC(=O)c1ccc(F)cc1
    94	102	98	96	0	-1	8	0
[28] CCCc1[nH]nc2c1C1(C(=O)N(CC)c3ccccc31)C(C#N)=C(N)O2 (centres undefined)
    84	96	100	98	5	-7	?	-2
[29] CC(NC(=O)c1cc2c(=O)n(C)c3ccccc3c2n1C)c1ccc2c(c1)OCCO2 (centres undefined)
    98	100	100	102	2	8	3	8
[30] CCc1ccc(C2C(C(C)=O)=C(C(=O)OC)Nc3nnnn32)cc1 (centres undefined)
    105	97	100	97	0	14	2	0
[31] O=C(O)CCCCCN1C(=O)/C(=C\c2cn(-c3ccccc3)nc2-c2cccs2)SC1=S
    109	99	99	98	-6	-1	4	1
[32] O=C(/C=C/c1ccc(Br)o1)NCc1ccccc1
    106	95	113	99	-2	-10	4	10
[33] O=c1[nH]cnc2scc(-c3cccs3)c12
    103	116	123	101	-4	5	1	2
[34] CC(NC(=O)COC(=O)c1cc([N+](=O)[O-])ccc1N1CCOCC1)c1ccccc1 (centres undefined)
    100	98	99	103	4	-7	-29	0
[35] COc1cccc(NC(=O)[C@@H]2CCCN2S(=O)(=O)c2cccc3cccnc23)c1
    91	122	93	101	0	-6	-4	9
[36] COC(=O)c1sc(S(=O)(=O)N2CC(C)OC(C)C2)c(C(=O)OC)c1C (centres undefined)
    95	99	102	96	0	-2	/	-1
[37] CCN(CCCNC(=O)CC1Oc2ccc(C)cc2NC1=O)Cc1ccccc1 (centres undefined)
    99	102	105	95	-2	4	-6	-1
[38] COc1cc(C(=O)OCC(=O)N(CC(C)C)C2CCS(=O)(=O)C2)cc(OC)c1C (centres undefined)
    107	99	102	100	0	-1	0	-1
[39] COc1ccc(S(=O)(=O)n2nc(C)c(S(=O)(=O)N3CCOCC3)c2C)cc1
    91	91	94	99	1	-3	4	4
[40] COc1ccccc1OCCCOc1c(Cl)cc(C)cc1Cl
    109	105	103	101	13	15	-9	19

Only procasp3 activ, proCasp7 act and CR mimetic SO (3 entries from above):
nr	mol	procasp3 activ	proCasp7 act	CR mimetic SO
36	COC(=O)c1sc(S(=O)(=O)N2CC(C)OC(C)C2)c(C(=O)OC)c1C (centres undefined)	0	-2	95
37	CCN(CCCNC(=O)CC1Oc2ccc(C)cc2NC1=O)Cc1ccccc1 (centres undefined)	-2	4	99
38	COc1cc(C(=O)OCC(=O)N(CC(C)C)C2CCS(=O)(=O)C2)cc(OC)c1C (centres undefined)	0	-1	107

Further records follow:
Values run as follows: CR mimetic SO	LAP4-GFP MLPCN	MEP2-GFP yeast	RPL19A-GFP yeast	procasp3 activ	proCasp7 act	GASC-1 inh	AHR activator
[41] CCCCCn1c(CN2CCN(C)CC2)nc2c1c(=O)n(C)c(=O)n2C
    112	99	99	97	6	1	-5	3
[42] O=C(COc1ccccc1)Nc1ccccc1N1CCN(c2ccc(F)cc2)CC1
    139	88	95	91	-4	-6	-2	0
[43] Cc1ccccc1CC(=O)NCC1CCCCC1
    101	95	99	104	/	/	18	/
[44] COC(=O)c1ccc(OC(=O)CCN2C(=O)C3CCCCC3C2=O)cc1 (centres undefined)
    87	104	115	115	-4	-1	-2	2
[45] CCOC(=O)C1CCN(C(=S)Nc2ccc(CC)cc2)CC1
    98	92	99	96	2	-2	-36	0
[46] O=[N+]([O-])c1ccc(-c2c(O)c3ccccc3c3nc4ccccc4nc23)cc1
    110	94	107	105	16	-1	-3	0
[47] CCCCNC(=O)C1(O)c2cc(Br)ccc2NC(=O)N1c1cccc(OC)c1 (centres undefined)
    104	108	103	98	5	15	-2	4
[48] O=C(Nc1ccc(S(=O)(=O)N2CCCC2)cc1)c1c(F)cccc1F
    87	102	105	99	-5	-3	-4	0
[49] O=[N+]([O-])c1ccc(S(=O)(=O)N2CCN(c3ccnc4cc(Cl)ccc34)CC2)cc1
    107	95	96	97	-2	3	-1	-5
[50] Cc1cc(C)c2c(c1)C1C=CCC1C(c1ccc(S(=O)(=O)N3CCOCC3)cc1)N2 (centres undefined)
    107	88	99	115	1	-6	-3	-1
[51] CCOCCCNC(=O)C1CCN(Cc2cccc(OCc3ccccc3)c2)CC1
    106	92	101	98	-6	-8	-9	-2
